Cycloheximide cs: Cycloheximide Counterscreen for Small Molecule Inhibitors of Shiga Toxin | actives 12% (n = 300,000) | max response, % | AID 2314, 2010 | cell reporter, cycloheximide protein synthesis inhibition counterscreen; in the data active = max response mostly above about 13%, no sharp cut-off; inactive = mostly below about 14%; also: read at 38.3 µM for the half of the compounds with a filed dose; 0% is about no effect
HCV inh: qHTS Assay for Inhibitors of Hepatitis C Virus (HCV); Huh7.5.1 HCVcc-Cre infection, luciferase reporter, 44 h; Potency, µM (titrated, usually from 41.8 µM), inactives show at the top dose activity change, negative = inhibition, actives largely listed as inhibitors; actives 3.4% (n = 340,000); AID 651820, 2012; also: potency is read from the fitted curve at half-maximal effect; % is scaled to controls: 0 for no effect and ±100 for the full control effect
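Reporter virus HCVcc-Cre (~0.5 moi) infects cells exposed to compound; seeding density 1,000 cells/well with 4 h settling beforehand. Luminescence, 15 sec read, taken 44 h post-infection following a 15 min RT substrate incubation.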
Shiga inhibitor: A qHTS for Small Molecule Inhibitors of Shiga Toxin; Vero cells, Shiga toxin protein synthesis inhibition reporter; inhibition, % at 38.7 µM; actives 9.2% (n = 290,000); in the data active = inhibition mostly above about 28%, no sharp cut-off; inactive = mostly below about 43%; also: 0% is about no effect
Pf growth 96h: Primary qHTS for delayed death inhibitors of the malarial parasite plastid, 96 hour incubation. Potency, µM (series often up to 28.7 µM), without a hit: at the highest dose activity change, negative = inhibition, usual class: inhibitors. actives 6.9% (n = 320,000). P. falciparum luciferase reporter growth, 96 h; also: potency is read from the fitted curve at half-maximal effect; % is scaled to controls: 0 for no effect and ±100 for the full control effect
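Cell-based qHTS: luciferase-tagged P. falciparum in erythrocytes (2% hematocrit, 0.05% parasitemia final) incubated with compounds for 96 hours, 37 C, 5% CO2; luciferase detection reagent then added and luminescence measured.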
LmPK inhibitor: qHTS Assay for Inhibitors of Leishmania Mexicana Pyruvate Kinase (LmPK); Q27686; purified LmPK, Kinase-Glo ATP luminescence, 1 h; AID 1721, 2009; actives 0.37% (n = 290,000); Potency, µM (doses to about 57.5 µM), inactives show at the highest dose activity change, negative = inhibition, hits mostly inhibitors; also: potency is read from the fitted curve at half-maximal effect; % is scaled to controls: 0 for no effect and ±100 for the full control effect
Target sequence (Q27686 whole entry, looked up): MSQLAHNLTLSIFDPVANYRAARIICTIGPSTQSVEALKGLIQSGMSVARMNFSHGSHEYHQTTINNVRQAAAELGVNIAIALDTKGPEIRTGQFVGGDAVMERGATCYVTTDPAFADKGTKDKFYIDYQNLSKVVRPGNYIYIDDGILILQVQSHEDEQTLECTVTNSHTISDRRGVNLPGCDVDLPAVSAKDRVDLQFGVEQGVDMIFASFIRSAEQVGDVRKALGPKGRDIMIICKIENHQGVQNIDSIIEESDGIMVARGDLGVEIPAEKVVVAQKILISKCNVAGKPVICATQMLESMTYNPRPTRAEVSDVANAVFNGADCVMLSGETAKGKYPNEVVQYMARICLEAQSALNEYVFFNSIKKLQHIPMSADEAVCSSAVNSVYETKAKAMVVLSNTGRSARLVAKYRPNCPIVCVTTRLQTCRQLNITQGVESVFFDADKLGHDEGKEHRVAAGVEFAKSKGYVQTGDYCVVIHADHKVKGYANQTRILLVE
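Pyruvate kinase activity monitored as ATP production (luciferase luminescence). Conditions: 0.1 nM enzyme, 0.5 mM PEP, 0.1 mM ADP, 1 h, RT; normalized against uninhibited and no-enzyme wells.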
Pf growth 48h: Primary qHTS for delayed death inhibitors of the malarial parasite plastid, 48 hour incubation | Potency, µM (titrated, usually from 28.7 µM), for inactives: at the highest dose activity change, negative = inhibition, most hits filed as inhibitors | P. falciparum luciferase growth in erythrocytes, 48 h | AID 504832, 2011 | actives 5.9% (n = 310,000); also: potency is read from the fitted curve at half-maximal effect; % is scaled to controls: 0 for no effect and ±100 for the full control effect
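A one-generation exposure of luciferase-tagged malaria parasites in RPMI 1640/Albumax erythrocyte culture, 37 C and 5% CO2. Inhibition is inferred from decreased luminescence after adding detection reagent.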
Tb PYK inh: qHTS of Trypanosoma Brucei Inhibitors | TbPYK enzyme, Kinase-Glo Plus ATP luminescence, 45 min | Potency, µM (series often up to 76.8 µM), without a hit: at the highest dose activity, negative = inhibition, actives largely listed as inhibitors | actives 0.12% (n = 410,000) | AID 624173, 2012; also: potency is read from the fitted curve at half-maximal effect; % is scaled to controls: 0 for no effect and ±100 for the full control effect; nearly all actives have a fitted effect of over 50% in size
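Luminescent Kinase-Glo Plus end-point after 45 min room-temperature reaction of T. brucei pyruvate kinase started with 130 uM ADP (final). Buffer TEA 50 mM pH 7.2 with KCl, MgCl2, BSA, Tween-20; titration-based qHTS with fitted concentration-effect curves.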
* hit, by the source's call; [ ] = another dose, or the depositor's remark. Unless noted, calls follow the shape of the dose curve; as a rule, active = well fitted curve in the direction sought with a large enough effect; inconclusive = small, poorly fitted or top-dose-only effect, or another doubt; inactive = no such curve, though single readings can be large; an effect the other way counts as inactive or inconclusive.

CCCCCN(C(=O)CCC(=O)OCC(=O)NCc1ccc(OC)cc1)c1c(N)n(CCCC)c(=O)[nH]c1=O was read as Cycloheximide cs -1, HCV inh 18%, Shiga inhibitor -11, Pf growth 96h 27%, LmPK inhibitor -3%, Pf growth 48h 11% and Tb PYK inh -16%.
Screening CCN(CC)C(=O)c1sc2nc(Cc3ccccc3)[nH]c(=O)c2c1C returned Cycloheximide cs -1, HCV inh 3%, Shiga inhibitor 3, Pf growth 96h -29%, LmPK inhibitor -3%, Pf growth 48h inconclusive and Tb PYK inh inconclusive.
O=C(N/N=C/c1ccc([N+](=O)[O-])cc1)c1ccc(COc2ccccc2-c2ccccc2)cc1 was read as Cycloheximide cs -2, HCV inh inconclusive, Shiga inhibitor -6, Pf growth 96h inconclusive, LmPK inhibitor -1%, Pf growth 48h inconclusive and Tb PYK inh -2%.
`O=C(Cc1ccc(S(=O)(=O)N2CCCCC2)s1)Nc1ccc(F)c(F)c1` gave Cycloheximide cs -4, HCV inh inconclusive, Shiga inhibitor -12, Pf growth 96h inconclusive, LmPK inhibitor -1%, Pf growth 48h -24% and Tb PYK inh 4%.
CN(C)C(CNC(=O)c1c(F)cccc1Cl)c1ccco1 (stereo unspecified) was read as Cycloheximide cs -3, HCV inh 3%, Shiga inhibitor -9, Pf growth 96h 61%[activator], LmPK inhibitor 0%, Pf growth 48h 12% and Tb PYK inh -15%.
For O=C(NC1CCCC1)c1cc(-c2cccc(Cl)c2)on1 the results were Cycloheximide cs 37*, HCV inh 5%, Shiga inhibitor 131*, Pf growth 96h inconclusive, LmPK inhibitor -6%, Pf growth 48h 79%[activator] and Tb PYK inh -3%.
Screening O=C(CN1CCC(C(O)(c2ccccc2)c2ccccc2)CC1)Nc1cc(Cl)ccc1Cl returned Cycloheximide cs 12, HCV inh -19%, Shiga inhibitor -9, Pf growth 96h 130%[activator], LmPK inhibitor 3%, Pf growth 48h inconclusive and Tb PYK inh -5%.
`N/C(=N\[N+](=O)[O-])N1CCN(C(=O)c2ccccn2)CC1` gave Cycloheximide cs -2, HCV inh -2%, Shiga inhibitor 2, Pf growth 96h inconclusive, LmPK inhibitor 0% and Tb PYK inh -3%.
Screening COCCNC(=O)C1CCCN(S(=O)(=O)c2c(C)noc2/C=C/c2cccs2)C1 (stereo unspecified) returned Cycloheximide cs 0, HCV inh -11%, Shiga inhibitor 7, Pf growth 96h -3%, LmPK inhibitor 5%, Pf growth 48h -19% and Tb PYK inh -2%.
For Cc1cc(C)cc(NC(=O)c2cccc(C(=O)Nc3cc(C)cc(C)c3)n2)c1 the results were Cycloheximide cs 0, HCV inh 15%, Shiga inhibitor -4, Pf growth 96h -20%, LmPK inhibitor -2%, Pf growth 48h 31%[activator] and Tb PYK inh 1%.
`CCOP(=O)(OCC)C(Nc1ccccc1)c1ccccc1C(F)(F)F` (stereo unspecified) gave Cycloheximide cs -2, HCV inh -14%, Shiga inhibitor 9, Pf growth 96h -19%, LmPK inhibitor 2%, Pf growth 48h inconclusive and Tb PYK inh 1%.
CN(C(=O)c1cnccn1)c1nnc(-c2cnccn2)s1 was read as Cycloheximide cs -7, HCV inh 6%, Shiga inhibitor -10, Pf growth 96h inconclusive, LmPK inhibitor -1%, Pf growth 48h 33%[activator] and Tb PYK inh 2%.

Three entries out of the list, ordered by heavy-atom count, largest number first:
Screening COCCNC(=O)C1CCCN(S(=O)(=O)c2c(C)noc2/C=C/c2cccs2)C1 (stereo unspecified) returned Cycloheximide cs 0, HCV inh -11%, Shiga inhibitor 7, Pf growth 96h -3%, LmPK inhibitor 5%, Pf growth 48h -19% and Tb PYK inh -2%.
`CCOP(=O)(OCC)C(Nc1ccccc1)c1ccccc1C(F)(F)F` (stereo unspecified) gave Cycloheximide cs -2, HCV inh -14%, Shiga inhibitor 9, Pf growth 96h -19%, LmPK inhibitor 2%, Pf growth 48h inconclusive and Tb PYK inh 1%.
`N/C(=N\[N+](=O)[O-])N1CCN(C(=O)c2ccccn2)CC1` gave Cycloheximide cs -2, HCV inh -2%, Shiga inhibitor 2, Pf growth 96h inconclusive, LmPK inhibitor 0% and Tb PYK inh -3%.

Continued:
Screening COc1ccc(OC)c(CN2CCCC(CO)C2)c1 (stereo unspecified) returned Cycloheximide cs -3, HCV inh 25%, Shiga inhibitor -18, Pf growth 96h 0%, LmPK inhibitor 0% and Tb PYK inh -12%.
`CC1CN(C(=O)CCC(=O)NCc2ccc(F)cc2)c2ccccc2S1` (stereo unspecified) gave Cycloheximide cs -1, HCV inh 3%, Shiga inhibitor -12, Pf growth 96h inconclusive, LmPK inhibitor 1%, Pf growth 48h inconclusive and Tb PYK inh -4%.
CC1CCC(NC(=O)CN2C(=O)COc3ccc(S(=O)(=O)N4CCCC4)cc32)CC1 (stereo unspecified) was read as Cycloheximide cs 1, HCV inh -10%, Shiga inhibitor -12, Pf growth 96h 68%[activator], LmPK inhibitor 2% and Pf growth 48h 7%.
For CCc1cccc2c(SCC(=O)NCC3CCCO3)nc(-c3ccc(F)cc3)nc12 (stereo unspecified) the results were Cycloheximide cs -1, HCV inh -7%, Shiga inhibitor 1, Pf growth 96h 75%[activator], LmPK inhibitor 8%, Pf growth 48h 15% and Tb PYK inh -5%.
`COc1ccc(NC(=O)CCSc2ccc(C)cc2)cc1S(=O)(=O)Nc1ccccc1Cl` gave Cycloheximide cs -1, HCV inh inconclusive, Shiga inhibitor -3, Pf growth 96h inconclusive, LmPK inhibitor -7%, Pf growth 48h -22% and Tb PYK inh -7%.
Screening COc1cccc(/C=N/NC(=O)c2cnccn2)c1OC returned Cycloheximide cs 17*, HCV inh 7%, Shiga inhibitor 50*, Pf growth 96h 141%[activator], LmPK inhibitor -2%, Pf growth 48h 10% and Tb PYK inh 2%.
COc1ccc(OC)c(Nc2ncnc3sc(-c4ccccc4)cc23)c1 was read as Cycloheximide cs 2, HCV inh inconclusive, Shiga inhibitor 0, Pf growth 96h 0%, LmPK inhibitor -2%, Pf growth 48h -1% and Tb PYK inh -21%.
For COc1ccc(Nc2nc(NN)nc(C)c2[N+](=O)[O-])cc1 the results were Cycloheximide cs 6, HCV inh inconclusive, Shiga inhibitor 16, Pf growth 96h inconclusive, LmPK inhibitor 1%, Pf growth 48h inconclusive and Tb PYK inh 0%.
For O=C1NC[C@@H](Cc2cccc3ccccc23)N(CCc2cc(C(F)(F)F)cc(C(F)(F)F)c2)C1=O the results were Cycloheximide cs -6, HCV inh -9%, Shiga inhibitor -7, Pf growth 96h 16%, LmPK inhibitor 5%, Pf growth 48h 6% and Tb PYK inh 0%.
Screening CSc1nc(C)cc(-n2cc(F)c(=O)[nH]c2=O)n1 returned Cycloheximide cs -3, HCV inh 9%, Shiga inhibitor -22, LmPK inhibitor -7%, Pf growth 48h 19% and Tb PYK inh 4%.
For O=c1c2c3c(sc2n2c(=S)[nH]nc2n1-c1ccccc1)CCC3 the results were Cycloheximide cs -1, HCV inh 16%, Shiga inhibitor 2, Pf growth 96h 9%, LmPK inhibitor -9%, Pf growth 48h -10% and Tb PYK inh inconclusive.
O=C(Nc1ccccc1C(=O)N1CCCCC1)c1ccc(Cl)cc1Cl was read as Cycloheximide cs -1, HCV inh -7%, Shiga inhibitor 4, Pf growth 96h 23%, LmPK inhibitor -1%, Pf growth 48h -23% and Tb PYK inh -5%.

Random excerpt: three compounds from above.
O=C(Nc1ccccc1C(=O)N1CCCCC1)c1ccc(Cl)cc1Cl was read as Cycloheximide cs -1, HCV inh -7%, Shiga inhibitor 4, Pf growth 96h 23%, LmPK inhibitor -1%, Pf growth 48h -23% and Tb PYK inh -5%.
Screening COc1ccc(OC)c(CN2CCCC(CO)C2)c1 (stereo unspecified) returned Cycloheximide cs -3, HCV inh 25%, Shiga inhibitor -18, Pf growth 96h 0%, LmPK inhibitor 0% and Tb PYK inh -12%.
Screening CSc1nc(C)cc(-n2cc(F)c(=O)[nH]c2=O)n1 returned Cycloheximide cs -3, HCV inh 9%, Shiga inhibitor -22, LmPK inhibitor -7%, Pf growth 48h 19% and Tb PYK inh 4%.

Further records.
`COc1ccc(C(=O)NNC(=O)C(=O)/C=C(\O)c2ccc(C)cc2)cc1` gave Cycloheximide cs 8, HCV inh -14%, Shiga inhibitor 7, Pf growth 96h 23%, LmPK inhibitor 2%, Pf growth 48h 22% and Tb PYK inh -5%.
CC(NC(=O)NC(=O)c1cccc(Cl)c1)c1ccccc1 (stereo unspecified) was read as Cycloheximide cs 8, HCV inh inconclusive, Shiga inhibitor 5, Pf growth 96h 2%, LmPK inhibitor -5%, Pf growth 48h inconclusive and Tb PYK inh -1%.
For O=C(NCC(=O)N1CCN(C(=O)c2ccco2)CC1)c1ccccc1 the results were Cycloheximide cs 10, HCV inh 29%, Shiga inhibitor -9, Pf growth 96h inconclusive, LmPK inhibitor 1%, Pf growth 48h 6% and Tb PYK inh -2%.
Clc1ccc(-c2ccccc2)cn1 was read as HCV inh 11%, Pf growth 96h 41%[activator], Pf growth 48h 42%[activator] and Tb PYK inh -5%.
Screening O=C(N/N=C\c1ccc(F)cc1)c1csnn1 returned Cycloheximide cs 44*, HCV inh 5%, Shiga inhibitor 106*, Pf growth 96h 67%[activator], LmPK inhibitor -27%, Pf growth 48h 50%[activator] and Tb PYK inh -6%.
Cc1nn(C)c(Cl)c1S(=O)(=O)N1CCC(CO)(CCc2ccccc2)CC1 was read as Cycloheximide cs 6, HCV inh 7%, Shiga inhibitor 0, Pf growth 96h 178%[activator], LmPK inhibitor 6%, Pf growth 48h 7% and Tb PYK inh -1%.
COc1ccc2c(=O)c(-c3nc(C)cs3)coc2c1 was read as Cycloheximide cs 45*, HCV inh -13%, Shiga inhibitor 79*, Pf growth 96h -7%, LmPK inhibitor inconclusive, Pf growth 48h 221%[activator] and Tb PYK inh -14%.
Screening O=C(O)c1ccccc1-c1ccccc1C(=O)Nc1cccc(O)c1 returned Cycloheximide cs 13, HCV inh -2%, Shiga inhibitor 23, Pf growth 96h inconclusive, LmPK inhibitor 2%, Pf growth 48h -3% and Tb PYK inh 4%.
`CCCCCN(C(=O)CN(C)Cc1ccc(OC)cc1OC)c1c(N)n(CCCC)c(=O)[nH]c1=O` gave Cycloheximide cs -3, HCV inh 0%, Shiga inhibitor -4, LmPK inhibitor 0%, Pf growth 48h -3% and Tb PYK inh 7%.
`COc1ccccc1Nc1nc(NCC2CCCO2)c2ccccc2n1` (stereo unspecified) gave Cycloheximide cs 9, HCV inh 10µM*, Shiga inhibitor 18, Pf growth 96h 1µM*, LmPK inhibitor 6%, Pf growth 48h inconclusive and Tb PYK inh 0%.
Cc1ccc(C(=O)N[C@H](C(=O)OCC(=O)c2ccc[nH]2)C(C)C)cc1 was read as Cycloheximide cs -5, HCV inh 29%, Shiga inhibitor 11, Pf growth 96h 20%, LmPK inhibitor 2%, Pf growth 48h 2% and Tb PYK inh -1%.

Compound activity from PubChem.

Not a hit list; about 24% have a hit in one of these screens.
